Screening data as filed in PubChem BioAssay.
PvdQ inh = blocks Pseudomonas aeruginosa PvdQ acylase activity | AID 488965 | actives 0.063% (n = 340,000) | purified PvdQ acylase, fluorescence plate reader | inhibition, % at 10 µM; in the data active = inhibition above about 30%, passing the limit was not always enough; inconclusive = no clear call, values can overlap the other calls;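 also: 0% = vehicle neutral wells and 100% = reference inhibitor wells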
SR-BI DiI inh = blocks mouse SR-BI lipid uptake from DiI-HDL; Q61009; ldlA[mSR-BI] CHO cells, DiI-HDL uptake fluorescence, 3 h; inhibition, % at 12.5 µM; actives 0.96% (n = 320,000);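 active = mean replicate inhibition of at least 70% and a set share of replicates each scoring 70 or more; inconclusive = meets just one of the two criteria; inactive = fails both criteria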;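 also: 0% = median of neutral control wells and 100% = median of positive control wells; values of inactives mirror those of a sister screen read the other way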
Target sequence (Q61009 whole entry, looked up): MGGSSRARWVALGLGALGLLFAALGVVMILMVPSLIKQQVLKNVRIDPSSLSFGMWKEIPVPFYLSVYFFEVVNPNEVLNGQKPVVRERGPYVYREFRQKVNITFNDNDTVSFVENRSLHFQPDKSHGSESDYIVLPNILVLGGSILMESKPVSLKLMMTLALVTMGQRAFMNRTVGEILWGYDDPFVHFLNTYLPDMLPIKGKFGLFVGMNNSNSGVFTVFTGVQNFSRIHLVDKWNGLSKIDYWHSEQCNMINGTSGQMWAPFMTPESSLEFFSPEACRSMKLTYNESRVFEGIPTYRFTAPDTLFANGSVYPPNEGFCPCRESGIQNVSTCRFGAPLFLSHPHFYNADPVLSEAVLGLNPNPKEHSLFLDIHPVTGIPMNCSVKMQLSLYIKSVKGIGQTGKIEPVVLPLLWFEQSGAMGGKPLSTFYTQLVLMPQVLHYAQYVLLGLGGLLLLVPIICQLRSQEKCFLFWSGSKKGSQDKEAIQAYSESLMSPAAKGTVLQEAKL
HTR5A ag ctr = counter-screen for OPRM1-OPRD1 agonists: human HTR5A agonism | P47898 | HTR5A agonist assay, luminescence, cell-based | activation, % at 9.3 µM | actives 0.61% (n = 340,000) | AID 504692; in the data active = activation mostly above about 9.5%, no sharp cut-off; inactive = mostly below about 7.6%;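 also: 0% = cells with vehicle only and 100% = reference agonist; strong numbers were not always called active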
HTR5A inv ag = HTR5A inverse agonism, opioid heterodimer counter-screen | P47898 | HTR5A cell line, luminescence | inhibition, % at 9.3 µM | actives 0.083% (n = 340,000); in the data active = inhibition mostly above about 23%, no sharp cut-off; inactive = mostly below about 18%;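 also: 0% = cells with DMSO and 100% = no-cell wells with DMSO; some compounds called inactive have numbers as strong as hits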
NSD2 inh = blocks human histone methyltransferase NSD2; NSD2 peptide methylation, AlphaScreen, 120 min; inhibition, % at 12.5 µM; actives 0.54% (n = 310,000); AID 743445; in the data active = inhibition above about 50%
Wnt bcat act = Wnt/beta-catenin pathway activation; Wnt/beta-catenin reporter cell assay, activator, plate reader; activation, % at 9.35 µM; AID 743398; actives 1.2% (n = 300,000); in the data active = activation above about 30%, passing the limit was not always enough; inconclusive = no clear call, values can overlap the other calls;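 also: 0% = neutral control wells and 100% = positive control wells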
CDK5 p35 inh = blocks human CDK5/p35 kinase activity; Q00535+Q15078; Recombinant CDK5/p35, ADP-Glo luminescence, 60 min; inhibition, % at 10 µM; actives 0.01% (n = 330,000); AID 488839;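 active = highest replicate inhibition of at least 50% and at least 75% of replicates reaching 50%; inconclusive = only one of the two criteria met; inactive = both criteria failed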;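 also: plate controls were DMSO neutral control for no effect and GW8510 at 10 µM for full effect; many of its hits are not listed in these tables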
dFosB activator = mouse delta FosB homodimer activation. purified delta FosB, TAMRA-CDK5 oligo fluorescence polarization; percent of positive-control signal above neutral wells. activation, % at 25 µM. actives 0.99% (n = 340,000);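 active = mean activation above about 17%, with every replicate also reaching it, limit read from the data, passing the limit was not always enough; inconclusive = only one of the two conditions met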;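 also: fluorescence polarization rise as delta FosB binds a TAMRA Cdk5 AP-1 oligo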
Target sequence (P13346 whole entry, looked up): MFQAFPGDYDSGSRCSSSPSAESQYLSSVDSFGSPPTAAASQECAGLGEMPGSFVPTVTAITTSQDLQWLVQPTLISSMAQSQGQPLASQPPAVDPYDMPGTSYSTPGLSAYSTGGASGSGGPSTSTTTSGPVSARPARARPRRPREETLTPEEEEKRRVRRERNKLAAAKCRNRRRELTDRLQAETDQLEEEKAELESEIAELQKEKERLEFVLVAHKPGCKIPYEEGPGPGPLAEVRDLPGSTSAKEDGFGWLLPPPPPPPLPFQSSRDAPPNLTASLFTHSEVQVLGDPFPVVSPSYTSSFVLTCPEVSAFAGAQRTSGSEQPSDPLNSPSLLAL
V-ATPase pH = alters yeast V-ATPase proton transport. response, % at 10 µM. S. cerevisiae, pHLuorin cytosolic pH fluorescence. actives 0.37% (n = 350,000); in the data active = response mostly above about 7.3%, no sharp cut-off; inactive = mostly below about 5.4%; also: actives read high; inactives centre near 0; some compounds called inactive have numbers as strong as hits; reference of the scale not given here
MITF TRPM1 HTS = activators of MITF-driven TRPM1 promoter activity in SK-MEL-5 cells; SK-MEL-5 TRPM1-promoter luciferase, 24 h; % of positive control, neutral wells = 0; actives 0.75% (n = 300,000); activation, % at 12.5 µM;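 active = mean activation of at least 80% with every replicate also reaching 80%; inconclusive = mean reaches 80% but some replicate falls short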;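 also: 0% = neutral control wells and 100% = parthenolide positive control wells; values of inactives mirror those of a sister screen read the other way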
Numbers without * were called inactive; ? = inconclusive; . = no result given. Not a hit list; 5% or so of the library scored in one or more.

SMILES | PvdQ inh | SR-BI DiI inh | HTR5A ag ctr | HTR5A inv ag | NSD2 inh | Wnt bcat act | CDK5 p35 inh | dFosB activator | V-ATPase pH | MITF TRPM1 HTS
O=C(Nc1ccccc1)c1ccc2c(c1)CCN2S(=O)(=O)c1ccccc1 | 0 | 76* | -3 | -4 | -7 | -1 | 0.7 | 2 | 1 | 19
Cc1cc(/C=c2\sc3nc4ccccc4n3c2=O)c(C)n1-c1ccc(C(=O)O)cc1 | -4 | 10 | 1 | -2 | . | -3 | 0.0 | -3 | 0 | 1
Cc1ccc(CN2C(=O)CCC2C(=O)NCc2ccccc2Cl)cc1 (stereo not drawn) | -7 | . | -3 | 4 | -4 | -3 | -0.2 | -2 | 0 | -2
Clc1ccc(C=Cc2ccccn2)cc1 | -3 | 3 | 0 | 0 | 1 | -3 | -2.0 | -13 | 0 | 29
O=C(COc1ccc(Cl)cc1)N1CCN(S(=O)(=O)c2ccc(Cl)cc2)CC1 | -11 | 16 | 4 | -34 | -16 | . | -2.3 | -4 | 2 | -5
O=C(O)c1cccc2c1-c1ccccc1/C2=N\Nc1ccccc1 | -2 | -18 | -4 | 13 | 6 | 25 | -1.2 | -9 | 0 | 62
CCCCn1c(=S)[nH]c2ccccc2c1=O | -17 | -28 | 11 | -13 | -4 | . | -0.3 | -10 | -8 | -5
CCCN1CCC(NC(=O)CC2C(=O)NCCN2Cc2cccc(OC)c2)CC1 (stereo not drawn) | -3 | -5 | 2 | 21 | 1 | 0 | 0.0 | -7 | -2 | 19
O=S(=O)(c1ccc(F)cc1)N1CCCC1 | 6 | -5 | 2 | -6 | 0 | -1 | 2.7 | 1 | 1 | .
CC(C)(C)NC(=O)c1ccc(COc2ccccc2Br)o1 | -16 | -12 | -4 | 11 | -5 | . | 0.6 | 9 | -3 | 4
CCS(=O)(=O)Nc1ccc(C2=NN(C(=O)c3ccco3)C(c3cccs3)C2)cc1 (stereo not drawn) | -14 | 16 | 2 | 7 | 5 | 2 | 0.6 | -14 | 2 | -18
CNC(=O)C(=O)NCC1OCCCN1S(=O)(=O)c1ccc(F)cc1C (stereo not drawn) | 3 | -31 | -2 | -17 | 3 | -1 | 2.1 | -1 | -3 | 1
CC(C)C[C@@H](CN)NC(=O)c1nc[nH]c1C(=O)N[C@@H](CC(C)C)C(=O)CNC[C@H](C)NC(=O)c1nc[nH]c1C(=O)N[C@@H](CC(C)C)C(=O)O | 0 | -13 | 0 | 0 | . | . | 0.6 | -13 | -3 | 0
O=C(NCCc1ccccc1)c1cnc2ccccn2c1=O | 10 | -1 | -1 | -2 | -11 | 16 | 0.0 | -8 | 0 | 61
O=C(CSc1nnc(-c2cccnc2)s1)Nc1ccccc1 | 1 | -22 | -1 | 2 | 2 | 0 | -0.8 | -8 | -4 | 23
COc1cc(C)ccc1OCC(=O)OCC(=O)NCC1CCCCC1 | -12 | 17 | 6 | -1 | 0 | -1 | -0.7 | 1 | -9 | 0
Cc1ccc(NC(=O)NCC(c2ccccc2)N(C)C)cc1 (stereo not drawn) | 2 | -15 | -2 | 8 | 2 | 8 | 0.2 | 2 | 2 | -3
COC(=O)c1c(C)oc(C)c1S(=O)(=O)N1CCCCC1 | 14 | 22 | 5 | -5 | -1 | 0 | 2.5 | -2 | -5 | -6
Cn1nc(C(=O)NNC(=O)COc2ccccc2)c2ccccc2c1=O | -19 | -6 | 2 | -10 | -1 | -2 | 3.0 | -2 | -1 | -3
Cc1nc2c(C)cccn2c1/C(O)=C1\C(=O)C(=O)N(CCN(C)C)C1c1ccccc1 (stereo not drawn) | -7 | -7 | 5 | -23 | 24 | -1 | 1.1 | -5 | 3 | .
CCOC(=O)c1ccc(-n2cncn2)nc1 | 2 | -19 | -1 | -14 | 0 | 0 | -0.5 | -5 | 0 | 12
Cc1csc(NC(=O)c2cccs2)n1 | 0 | -9 | 3 | -7 | 1 | . | 0.2 | -8 | 0 | 57
CCC(C)(C(=O)NC1CCCC1)N(Cc1ccco1)C(=O)c1ccc2c(c1)OCO2 (stereo not drawn) | 13 | -3 | 7 | 8 | 0 | . | -0.1 | -11 | 0 | 13
CC1CCN(CCOc2cccc(Br)c2)CC1 | 4 | -13 | 2 | 3 | 4 | . | 0.8 | 4 | -3 | -15
O=C(N/N=C1/CC2C=CCC12)c1cccs1 (stereo not drawn) | -6 | -4 | -3 | 7 | -3 | -1 | 0.7 | 4 | -2 | -5
O=C1CSc2ccc(C(=O)NCCC3=CCCCC3)cc2N1 | -8 | -18 | 5 | 25 | -5 | 19 | -1.5 | -2 | -1 | 30
Cc1cc(C(=O)Nc2ccc3c(c2)OCCO3)co1 | -3 | 7 | 2 | -23 | 1 | . | 2.1 | 1 | 4 | 39
NC(=O)CC(NC(=O)c1ccc(Br)cc1)c1ccc(NC2CCCCC2)c([N+](=O)[O-])c1 (stereo not drawn) | -15 | -17 | -1 | -17 | . | -3 | 1.0 | 42* | 7 | 20
CCc1ccc(NS(=O)(=O)c2cc3c4c(c2)CCN4C(=O)CC3)cc1 | -15 | 13 | 0 | -31 | -1 | 3 | 2.3 | -13 | 1 | -8
CC1CCCC(C)N1C(=O)COC(=O)CNC(=O)c1ccccc1F (stereo not drawn) | 1 | 6 | -3 | 8 | 0 | -2 | 0.3 | 2 | -2 | 3

Profiles as entered above. Order of screens: PvdQ inh | SR-BI DiI inh | HTR5A ag ctr | HTR5A inv ag | NSD2 inh | Wnt bcat act | CDK5 p35 inh | dFosB activator | V-ATPase pH | MITF TRPM1 HTS
Listed for `CCOC(=O)c1ccc(-n2cncn2)nc1` : 2 | -19 | -1 | -14 | 0 | 0 | -0.5 | -5 | 0 | 12
Listed for `CC1CCCC(C)N1C(=O)COC(=O)CNC(=O)c1ccccc1F` (stereo not drawn) : 1 | 6 | -3 | 8 | 0 | -2 | 0.3 | 2 | -2 | 3

Next records follow:
SMILES | PvdQ inh | SR-BI DiI inh | HTR5A ag ctr | HTR5A inv ag | NSD2 inh | Wnt bcat act | CDK5 p35 inh | dFosB activator | V-ATPase pH | MITF TRPM1 HTS
CCCCCNC(=O)CC1Nc2c3ccccc3nc(=S)n2C1=O (stereo not drawn) | 14 | -19 | 6 | -16 | 0 | . | 2.0 | 3 | -1 | .
CC(=O)c1cccc(S(=O)(=O)N2CCC(C(=O)NC3CCCC3)CC2)c1 | -15 | -20 | -2 | 1 | -6 | -3 | -0.7 | -15 | 12 | 4
COc1cc(C2C3C(=O)N(Cc4ccccc4)C(=O)C3ON2c2ccccc2)cc(OC)c1OC (stereo not drawn) | -15 | -2 | 1 | 3 | 45 | -2 | -2.2 | -1 | 2 | 3
O=C(C1CC(=O)N(c2ccccc2)C1)N1CCC(c2nc3ccccc3[nH]2)CC1 (stereo not drawn) | -13 | -36 | -11 | 29 | 0 | -1 | -2.5 | -15 | -1 | -4
O=C1CSC(=Nc2ccc(Cl)cc2)N1 | -3 | -16 | 4 | -3 | -3 | -1 | -0.3 | 6 | 2 | .
CCC(C)NC(=O)c1ccc2c(SCC(=O)O)c3c(nc2c1)CCCC3 (stereo not drawn) | -20 | 13 | -1 | -6 | 2 | -6 | 0.7 | -7 | 2 | 5
CCOC(=O)C1=C(C)N(C[C@@H]2CC[C@@H](Cc3ccc(-c4ccccc4)cc3)O2)C(=O)NC1c1ccc([N+](=O)[O-])cc1 (stereo partly drawn) | -10 | . | 3 | -9 | . | -3 | -0.7 | -9 | 0 | 1
Cc1cc(C)c2c(CC(=O)Nc3ccc(Cl)cn3)coc2c1 | 6 | 14 | 4 | -6 | -2 | . | -0.3 | -5 | 4 | 2
CCS(=O)(=O)c1ccc2oc(Nc3ccccc3Cl)nc2c1 | -4 | 13 | 2 | -6 | -2 | 25 | 0.6 | -7 | -1 | 51
COC(=O)c1ccccc1NC(=O)CSc1nnnn1C1CCCCC1 | 1 | 10 | -1 | 3 | . | -1 | -0.8 | -12 | -2 | .
CCOc1cc(C(c2c(C)[nH][nH]c2=O)c2c(C)[nH][nH]c2=O)ccc1O | -10 | -8 | -4 | 14 | 44 | -4 | -4.3 | 7 | 0 | 0
COc1ccccc1C(=O)C1CCCN(C(=O)c2cccc(-n3cccn3)c2)C1 (stereo not drawn) | -8 | . | 0 | 19 | -3 | -2 | -1.2 | 2 | 6 | 4
Cc1cc(NC(=O)COC(=O)CNS(=O)(=O)c2c(F)cc(F)cc2Br)no1 | -16 | -8 | -4 | 14 | 24 | -6 | 2.1 | -3 | -3 | 0
O=C(CN1C(=O)c2ccccc2S1(=O)=O)N1CCN(c2ccccc2F)CC1 | -12 | -16 | 3 | -7 | . | 0 | 0.4 | -7 | -1 | 2
CSc1nc(N)c2c(n1)OC(N)=C(C#N)C2c1cccnc1 (stereo not drawn) | 1 | 2 | -2 | 5 | -2 | -6 | 1.7 | 0 | -1 | 3
Cc1ccc(S(=O)(=O)Nc2ccc(Cl)cc2)cc1NC(=O)c1cc2c(s1)CCCC2 | -13 | 39 | 4 | -33 | 2 | -6 | 1.8 | -3 | 2 | -14
Cc1ccccc1Nc1c(-c2ccc(N3CCOCC3)cc2)nc2ncccn12 | -11 | . | 1 | 10 | . | 8 | -1.5 | -11 | 1 | 8
CSCC[C@H](NC(=O)OC(C)(C)C)C(=O)NCC1CCC(C(=O)O)CC1 (stereo partly drawn) | 2 | 2 | -1 | 3 | . | -2 | -1.0 | -4 | 0 | 16
CC1(C)CC(N(Cc2ccccc2)C(=O)Cc2ccccc2)CCO1 (stereo not drawn) | -10 | -11 | 1 | 12 | -4 | -2 | 1.2 | -5 | -1 | 15
CC(=O)c1ccc(Sc2ccccc2N)c([N+](=O)[O-])c1 | 14 | -5 | . | . | 5 | 1 | -1.3 | -5 | -5 | .
Cc1ccc(S(=O)(=O)Nc2ccccc2C(=O)N2CCCC2)cc1 | -8 | -5 | 1 | -2 | 19 | -1 | -1.9 | -7 | 0 | 5
COc1cc(/C=N/NC(=S)NCCN2CCOCC2)ccc1O | -6 | -17 | 4 | 10 | 0 | 2 | -0.8 | -9 | 1 | 14
COc1ccccc1/C=C(\NC(=O)c1ccc(OC)c(OC)c1)C(=O)Nc1cc([N+](=O)[O-])ccc1C | 3 | 20 | -2 | -24 | -3 | -3 | 0.0 | 28* | 1 | -6
CCOc1ccc(CCNC(=O)COC(=O)c2cc(=O)[nH]c3ccccc23)cc1OCC | -3 | 21 | 3 | -8 | 37 | 3 | -2.8 | -4 | -1 | 1
CC(=O)Nc1ccc(C(=O)NC2CCSc3ccccc32)cc1 (stereo not drawn) | -8 | 5 | -1 | 2 | 3 | 6 | -0.9 | 2 | 5 | 10
Cc1noc(C)c1NC(=O)Nc1ccc2c(c1)CC(=O)N([C@@H](C)CO)C[C@@H](C)[C@@H](CN(C)C(=O)Nc1cccc3ccccc13)O2 | 2 | 9 | -1 | 11 | . | 1 | 0.4 | -7 | -1 | -2
COc1cccc(-n2cc(CNC(=O)C3CCC(=O)N(C4CC4)C3)cn2)c1 (stereo not drawn) | -13 | 2 | 0 | 8 | -4 | 2 | 1.4 | 1 | -1 | 11
CCN(CC)C(=O)CSc1nc2ccccc2c(=O)n1CCC(=O)NCCc1ccc(OC)c(OC)c1 | -15 | 1 | 0 | 0 | 6 | 0 | -0.5 | 0 | 9 | 0
CNC(=O)c1c(NC(=O)c2nc3ccccc3s2)sc2c1CCC2 | 4 | 59 | 7 | 0 | . | . | -1.4 | -5 | 0 | ?
CCOCC(=O)Nc1cccc(OC)c1 | -9 | -10 | 2 | -12 | -1 | -1 | -1.9 | -10 | -2 | 38
